Source: PubChem BioAssay
MsrA inhibitor: inhibits bovine methionine sulfoxide reductase A | purified bovine MsrA, absorbance read-out | inhibition, % at 15.5 µM | 360,000 compounds, 0.75% hits | AID 651718; in the data active = inhibition above about 4.5%;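 note: 0% = vehicle wells with enzyme and 100% = reference inhibitor wells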
NadD inh: inhibitors of Staphylococcus aureus NadD; purified NadD enzyme, colorimetric absorbance read-out; inhibition, % at 20 µM; 360,000 compounds, 0.78% hits; AID 602399; in the data active = inhibition above about 26%; note: some compounds past the cut are filed as inactive
STEP block: inhibitors of human striatal-enriched phosphatase STEP; recombinant STEP, OMFP fluorogenic substrate, fluorescence; inhibition, % at 20 µM; 360,000 compounds, 0.25% hits;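 active = inhibition at 20 µM, scaled per plate between control wells, above about 37%, limit read from the data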;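 note: 0% = DMSO with enzyme and substrate and 100% = substrate only without enzyme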
Target sequence (P54829 whole entry, looked up): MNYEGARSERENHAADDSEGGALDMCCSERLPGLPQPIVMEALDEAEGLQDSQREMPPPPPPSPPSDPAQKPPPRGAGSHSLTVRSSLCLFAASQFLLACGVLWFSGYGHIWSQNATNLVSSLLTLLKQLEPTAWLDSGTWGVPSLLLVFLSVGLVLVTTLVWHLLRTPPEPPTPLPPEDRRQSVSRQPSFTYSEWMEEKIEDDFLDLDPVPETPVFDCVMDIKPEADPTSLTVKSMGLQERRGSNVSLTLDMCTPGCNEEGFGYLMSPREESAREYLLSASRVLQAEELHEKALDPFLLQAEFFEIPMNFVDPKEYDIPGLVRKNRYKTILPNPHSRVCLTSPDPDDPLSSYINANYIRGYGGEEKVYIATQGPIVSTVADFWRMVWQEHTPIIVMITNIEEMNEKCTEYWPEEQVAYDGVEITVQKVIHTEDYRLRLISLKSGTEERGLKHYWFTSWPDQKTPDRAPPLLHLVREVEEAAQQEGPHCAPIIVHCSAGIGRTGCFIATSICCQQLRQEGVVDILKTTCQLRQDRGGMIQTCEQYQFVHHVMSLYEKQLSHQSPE
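medium = Bis-Tris buffer pH 6.0, 2.5 mM DTT, 0.005% Tween 20 | test system = STEP (striatal-enriched tyrosine phosphatase) enzyme, cell-free | measure = normalized % inhibition | compound dosing = 20 µM, 1% DMSO | also added = 25 µM OMFP | schedule = reaction 20 min, ambient temperature | measured by = fluorescence read at 480 nm ex / 540 nm em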
DNMT1 block: DNMT1 (human) enzyme inhibition; inhibition (reported as % activation of signal), % at 10 µM; AID 588458; 360,000 compounds, 0.83% hits; DNMT1 molecular beacon, Hinp1I cleavage, fluorescence; P26358; in the data active = inhibition above about 50%
SUMO1 PPI mod: SUMO1-SIM interaction modulation; inhibition, % at 20 µM; 360,000 compounds, 0.33% hits; SUMO1 binding to a labelled peptide, TR-FRET, 1 h; P63165; in the data active = inhibition above about 37%
LMPTP block: blocks human LMPTP phosphatase; P24666; recombinant LMPTP-A, OMFP fluorogenic substrate, fluorescence intensity; 360,000 compounds, 0.22% hits; AID 651560; inhibition, % at 20 µM;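 active = compounds that cut the enzyme signal by at least half of the control window in the single-dose screen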;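 note: plate controls were DMSO wells with enzyme plus substrate for no effect and substrate without enzyme for full effect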
Target sequence (P24666 whole entry, looked up): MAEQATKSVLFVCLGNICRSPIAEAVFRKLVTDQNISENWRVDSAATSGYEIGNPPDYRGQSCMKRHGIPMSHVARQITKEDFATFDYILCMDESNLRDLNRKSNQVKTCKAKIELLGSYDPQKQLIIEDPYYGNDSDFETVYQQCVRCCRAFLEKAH
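Test system: LMPTP-A phosphatase enzyme. Amount: LMPTP-A at 0.625 nM final in the reaction. Reagent: OMFP substrate, 400 µM final. Times: 50 min at room temperature. Signal: endpoint fluorescence intensity from OMFP dephosphorylation. Read-out basis: % inhibition. Benchmarks: no-enzyme and uninhibited controls.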
CSN deneddyl inh: inhibitors of human CSN-mediated cullin deneddylation; Q92905; Purified CSN, SCF-Nedd8-OG deneddylation, fluorescence polarization; inhibition, % at 12.5 µM; 360,000 compounds, 0.38% hits; AID 651999;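 active = pattern-corrected inhibition above about 35%, with an unprinted fluorescence ratio check between 0.5 and 1.5, limit read from the data, passing the limit was not always enough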;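 note: 0% = enzyme with substrate and 100% = substrate without enzyme; some results filed as inactive read as strong as hits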
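Assay system: Purified human Csn5 enzyme expressed in HEK293T cells | Amount: Enzyme 0.24 nM | Measured by: Fluorescence polarization readout | Medium: Tris/NaCl/DTT buffer, pH 7.5 | Compound dosing: One concentration, 12.5 µM, 0.25% DMSO | Times: 90 min incubation of compound, enzyme and substrate at room temperature | Control set: no-enzyme wells high, enzyme-with-substrate wells low | Read-out: % inhibition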
Rpn11 block: Rpn11 (human) deubiquitinase inhibition | human 26S proteasome, Ub4-pepOG fluorescence polarization; 20S core pre-blocked with epoxomicin | calls only at 20 µM | 360,000 compounds, 0.59% hits;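 active = inhibition at 20 µM, scaled to each plate's controls, above about 33%, limit read from the data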
Scp-1 inhibitor: blocks human Scp-1 phosphatase activity; Q9GZU7; Recombinant Scp1, phosphopeptide, malachite green phosphate absorbance; inhibition, % at 20 µM; 340,000 compounds, 0.88% hits;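 active = inhibition above about 50% at 20 µM, limit read from the data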;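 note: plate controls were DMSO wells with enzyme for no effect and wells lacking enzyme for full effect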
Target sequence (Q9GZU7 76-261 limits assumed): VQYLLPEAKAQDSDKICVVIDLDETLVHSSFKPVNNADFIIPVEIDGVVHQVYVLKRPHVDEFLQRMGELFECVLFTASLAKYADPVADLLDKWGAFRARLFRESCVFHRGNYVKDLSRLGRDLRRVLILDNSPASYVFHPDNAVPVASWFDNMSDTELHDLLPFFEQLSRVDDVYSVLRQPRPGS
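Test system: SCP-1 catalytic domain; Buffer or medium: Acidic Tris acetate buffer with magnesium and detergent; Also added: Phosphorylated 17-residue peptide substrate; Compound: single 20 µM dose, 1% DMSO; Schedule: enzyme reaction 45 min at room temperature, colour 5 min, stabilisation 30 min; Signal: Phosphate-binding colour reagent, absorbance read at 630 nm.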
Tb MetRS inh: blocks T. brucei methionyl-tRNA synthetase activity; purified T. brucei MetRS, ATP depletion, Kinase-Glo luminescence; AID 624268; inhibition, % at 11.9 µM; 360,000 compounds, 0.4% hits;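 active = inhibition above a per-plate cutoff of the control wells' mean inhibition plus 3 SD, cut at about 5.5% in these data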;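 note: 0% = DMSO wells median and 100% = median of wells with control inhibitor compound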
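Measured by: Kinase-Glo luciferase luminescence reporting remaining unconsumed ATP. Material: purified T. brucei MetRS enzyme. Doses: 11.9 µM compound single dose, 0.9% DMSO. Medium: HEPES buffer containing pyrophosphatase, BSA, spermine, DTT. Times: 15 min preincubation, 2 h reaction, all 25 °C. Reagent: methionine, ATP and bulk E. coli tRNA.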
* hit, by the source's call; i = inactive; . = no result given.

no.	Compound	MsrA inhibitor	NadD inh	STEP block	DNMT1 block	SUMO1 PPI mod
1	Nc1ccc(S(=O)(=O)Nc2nc(-c3ccccc3)cc(-c3ccccc3)n2)cc1	2.0	24	-1	-1	-1
2	CCOc1ccc(S(=O)(=O)N(CC)CC(=O)N2CCCC2)cc1C	-1.4	-4	1	-6	1
3	O=C(CN1C(=O)S/C(=C\c2ccccc2F)C1=O)Nc1ccccc1O	2.7	-4	-1	0	-21
4	CN(C)/C=N/c1nc2nccc(-c3cccnc3)n2n1	1.6	0	3	6	-2
5	CC1=C(C)CC(C(=O)NCc2ccc3c(c2)OCO3)C(C(=O)O)C1 (centres undefined)	0.3	14	-3	5	2
6	CC(=O)C1=C(N2CCCCC2)CCC1=O	0.2	-2	-3	2	0
7	Cc1ccc(CN2CCN(C(=O)C3CCCO3)CC2)cc1 (centres undefined)	-0.6	-6	-1	0	-4
8	CC(=O)NC(c1ccco1)c1cc(Cl)c2ccc(Cl)nc2c1O (centres undefined)	1.1	5	0	-4	-15
9	CCOC(=O)[C@@H]1[C@H]2COc3ccc(Br)cc3[C@@H]2N2C(=O)N(c3ccc(C(F)(F)F)cc3)C(=O)[C@]12C	-0.1	8	1	5	0
10	OCCN(CCO)c1ccc(C(c2ccc(Cl)cc2)c2ccc(N(CCO)CCO)cc2Cl)c(Cl)c1	0.2	16	-7	-32	-8

no.	LMPTP block	CSN deneddyl inh	Rpn11 block	Scp-1 inhibitor	Tb MetRS inh
1	6.5	5	i	4	0.5
2	0.0	2	i	-6	-0.1
3	-0.3	0	i	-26	0.6
4	-0.7	-4	i	-5	0.0
5	-2.2	-3	i	-2	-0.8
6	-2.2	5	i	-12	-1.4
7	-2.4	-15	i	-4	-0.5
8	2.5	-1	i	-6	-0.2
9	0.1	-1	i	-14	-0.2
10	3.1	2	i	-10	-0.1

Carrying on.
no.	Compound	MsrA inhibitor	NadD inh	STEP block	DNMT1 block	SUMO1 PPI mod
11	Cc1cccc(NC(=O)CCS(=O)(=O)c2ccc3c(c2)NC(=O)CS3)n1	0.0	-4	2	1	5
12	COc1ccc(NC2CCCN(C(=O)CN3CCOC3=O)C2)cc1OC (centres undefined)	0.0	-6	1	-4	-3
13	CCOC(=O)C(Sc1nnc(-c2ccncc2)o1)C(C)=O (centres undefined)	-0.1	6	0	0	4
14	CC(=O)Nc1ccc(S(=O)(=O)NCCCN2CCN(Cc3ccccc3)CC2)cc1Cl	-0.9	-3	-2	3	0
15	COc1cccc(-n2nnc3c(=O)n(CC(=O)NCC4CCCO4)cnc32)c1 (centres undefined)	1.0	-4	-4	4	6
16	Cc1cccc(CNc2ncnc3ccc(-c4ccoc4)cc23)c1	0.9	4	4	-10	4
17	COc1ccccc1C(=O)C1CCCN(Cc2ccc(Oc3ncccn3)cc2)C1 (centres undefined)	0.6	0	-3	5	1
18	CCN(Cc1nc2ccccc2c(=O)[nH]1)C(=O)CN1C(=O)NC2(CCCCC2C)C1=O (centres undefined)	-1.2	4	-2	7	1
19	COC(=O)[C@]12CCCCC=C1N(Cc1ccccc1)C(=O)[C@H](CC(=O)N1CCC(c3ccccc3)CC1)C2	-0.9	12	.	.	11
20	COc1ccc(OC)c(S(=O)(=O)NC2CCSc3ccccc32)c1 (centres undefined)	-0.1	-4	0	3	2

no.	LMPTP block	CSN deneddyl inh	Rpn11 block	Scp-1 inhibitor	Tb MetRS inh
11	-0.6	-2	i	-9	-0.4
12	0.5	-3	i	-3	-0.4
13	-0.8	-1	i	-3	-1.2
14	-3.0	-1	i	-9	-0.4
15	-2.3	-7	i	-5	-0.1
16	2.9	-8	i	4	1.0
17	-2.7	-2	i	4	-0.9
18	-1.4	-1	i	-5	-0.1
19	3.7	-1	.	.	-0.2
20	-0.6	4	i	-13	0.4

Additional compounds.
no.	Compound	MsrA inhibitor	NadD inh	STEP block	DNMT1 block	SUMO1 PPI mod
21	Cc1nnc(Cc2ccccc2)c2n[nH]c(C)c12	-0.2	-3	0	-1	1
22	CCn1nc(C(=O)OCC(=O)N(CC(C)C)c2c(N)n(Cc3ccccc3)c(=O)[nH]c2=O)c2ccccc2c1=O	-1.0	-3	2	2	-7
23	COc1ccc(NC(=O)CSc2nc3ccsc3c(=O)n2CCC(=O)O)c(OC)c1	-0.5	-4	1	4	6
24	CCOc1ccc(-n2cc(C(=O)N3CCCCCC3)c3cc(OC)c(OC)cc3c2=O)cc1	-0.5	4	0	-2	0
25	CC(C)N(C)CCOC(=O)c1ccccc1Br	-0.5	-8	78*	21	3
26	O=C(/C=C/c1ccc(-c2ccccc2[N+](=O)[O-])o1)c1ccco1	0.1	12	4	12	4
27	COc1ccc(CNC(=O)C2CC(=O)N(c3ccc(OCC(=O)N4C(C)CCCC4C)cc3)C2)cc1 (centres undefined)	-0.1	6	-5	-2	-1
28	C/C(CCc1oc2ccc(Br)cc2c1-c1ccc(C)o1)=N/O	-0.4	-3	-4	-3	2
29	Oc1ccccc1/C=N/Nc1nn[nH]n1	-0.9	-5	-3	-1	-10
30	O=C(O)CCn1nnc(-c2ccccc2)n1	-0.1	3	1	4	-1

no.	LMPTP block	CSN deneddyl inh	Rpn11 block	Scp-1 inhibitor	Tb MetRS inh
21	-0.2	1	i	.	-0.3
22	-0.1	6	i	2	-0.6
23	-1.0	1	i	-6	0.6
24	-0.9	1	i	4	-0.7
25	-1.9	0	i	-2	0.0
26	2.0	1	i	12	-0.2
27	-0.4	4	i	-6	-1.0
28	1.9	-2	i	-7	-0.5
29	-0.2	-7	i	-8	-0.5
30	-1.4	-24	i	-3	-1.0

Next part.
no.	Compound	MsrA inhibitor	NadD inh	STEP block	DNMT1 block	SUMO1 PPI mod
31	CC1(C)CC(=O)C=C(c2ccccc2-c2ccc(S(C)(=O)=O)cc2)C1=O	0.2	-3	2	-1	-20
32	CCCNC(=O)c1cc(C2CCCN(S(=O)(=O)c3ccccc3)C2)on1 (centres undefined)	-0.6	3	-3	-3	-1
33	COc1cccc(C2C(C#N)=C(N)OC3=C2C(=O)CC(c2ccco2)C3)c1OCc1ccc(F)cc1 (centres undefined)	-0.1	31*	2	10	8
34	O=C(c1cc2ccccc2cc1O)N1CCN(c2ccc([N+](=O)[O-])cc2)CC1	0.4	15	1	-4	-5
35	NCCCC[C@H](N)c1nnc([C@H](CCC(=O)O)NC(=O)C2CCNCC2)o1	-0.1	-1	-2	0	-113
36	CCCOc1ccc2[nH]c(C(=O)N/N=C/c3cc(OC)c(OC)c(OC)c3)cc2c1	2.0	-12	4	-2	-2
37	O=C(Nc1ccc2c(c1)OCCO2)C(CCc1ccccc1)N1CCN(C/C=C/c2ccccc2)CC1 (centres undefined)	-1.0	0	-1	-8	0
38	O=[N+]([O-])c1ccc(OCc2cnc(Cl)s2)cc1	1.0	-8	-3	1	-15
39	Cc1ccc(Cn2ccnc2C(=O)Nc2ccccc2)cc1	-1.1	-3	-5	-1	-2
40	CCOC(=O)c1ccc(N=C2S/C(=C\c3cc(C)n(-c4cccnc4)c3C)C(=O)N2C)cc1	0.3	3	2	-10	-6

no.	LMPTP block	CSN deneddyl inh	Rpn11 block	Scp-1 inhibitor	Tb MetRS inh
31	-0.8	3	i	.	-0.2
32	-0.7	-6	i	.	-0.3
33	38	9	i	8	-0.1
34	1.3	1	i	-8	-0.2
35	-12	0	i	-3	0.2
36	1.9	1	i	-7	-0.6
37	3.3	0	i	.	0.8
38	-0.6	3	i	-12	1.3
39	-1.3	1	i	-1	-0.5
40	1.5	2	i	1	-0.7

The results go on.
no.	Compound	MsrA inhibitor	NadD inh	STEP block	DNMT1 block	SUMO1 PPI mod
41	Cc1ccc(NC(=O)c2cc(-c3ccccc3)nn2-c2ccccc2)c(Br)c1	-0.2	-2	-1	-14	-3
42	Cc1[nH]c(=S)[nH]c(=O)c1CCOc1ccccc1	-0.3	0	-1	4	1
43	CCS(=O)(=O)CCSC(=N)N	1.6	-3	2	-8	-1
44	COc1ccc(NC(=O)C2CCN(C(=O)c3cccs3)CC2)cc1	0.4	0	0	2	-1
45	CCOc1cc(N2CCOCC2)c(OCC)cc1NC(=O)COC(=O)CCc1c[nH]c2ccccc12	-0.5	0	15	-13	2
46	Cc1ccc(C)c(C(=O)COC(=O)c2ccc(C)c(S(=O)(=O)N3CCOCC3)c2)c1	0.1	7	2	-5	4
47	CCCCNC(=O)C1(C)CCN1C(=O)c1ccc(F)c(C)c1 (centres undefined)	-0.5	1	-3	9	-2
48	CCC1=NN2C(=N)/C(=C\c3ccc(OCc4cc(=O)n5nc(CC)sc5n4)c(OC)c3)C(=O)N=C2S1	1.7	44*	0	87*	44*

no.	LMPTP block	CSN deneddyl inh	Rpn11 block	Scp-1 inhibitor	Tb MetRS inh
41	3.4	-3	i	-13	0.2
42	-0.8	-3	i	6	-1.8
43	-0.7	1	i	-5	-1.3
44	-1.7	1	i	-3	0.1
45	2.7	1	i	1	-0.2
46	3.1	3	i	-3	-0.4
47	-2.2	-4	i	.	-0.4
48	2.8	31	i	75*	-1.2
